IDE inh: inhibits human insulin-degrading enzyme in HEK cells | P14735 | FAbetaB cleavage, fluorescence polarization | inhibition, % at 5.59 µM | 0.41% of 320,000 active;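 active = percent inhibition above the average of all tested compounds plus 3 SD, set per screening campaign, cut at about 16% in these data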;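 also: IDE supplied by intact live HEK cells; FP after avidin binding of uncleaved biotin substrate so inhibition keeps polarization high; 0% = DMSO wells and 100% = 60 µM reference IDE inhibitor Ii1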
Target sequence (P14735 whole entry, looked up): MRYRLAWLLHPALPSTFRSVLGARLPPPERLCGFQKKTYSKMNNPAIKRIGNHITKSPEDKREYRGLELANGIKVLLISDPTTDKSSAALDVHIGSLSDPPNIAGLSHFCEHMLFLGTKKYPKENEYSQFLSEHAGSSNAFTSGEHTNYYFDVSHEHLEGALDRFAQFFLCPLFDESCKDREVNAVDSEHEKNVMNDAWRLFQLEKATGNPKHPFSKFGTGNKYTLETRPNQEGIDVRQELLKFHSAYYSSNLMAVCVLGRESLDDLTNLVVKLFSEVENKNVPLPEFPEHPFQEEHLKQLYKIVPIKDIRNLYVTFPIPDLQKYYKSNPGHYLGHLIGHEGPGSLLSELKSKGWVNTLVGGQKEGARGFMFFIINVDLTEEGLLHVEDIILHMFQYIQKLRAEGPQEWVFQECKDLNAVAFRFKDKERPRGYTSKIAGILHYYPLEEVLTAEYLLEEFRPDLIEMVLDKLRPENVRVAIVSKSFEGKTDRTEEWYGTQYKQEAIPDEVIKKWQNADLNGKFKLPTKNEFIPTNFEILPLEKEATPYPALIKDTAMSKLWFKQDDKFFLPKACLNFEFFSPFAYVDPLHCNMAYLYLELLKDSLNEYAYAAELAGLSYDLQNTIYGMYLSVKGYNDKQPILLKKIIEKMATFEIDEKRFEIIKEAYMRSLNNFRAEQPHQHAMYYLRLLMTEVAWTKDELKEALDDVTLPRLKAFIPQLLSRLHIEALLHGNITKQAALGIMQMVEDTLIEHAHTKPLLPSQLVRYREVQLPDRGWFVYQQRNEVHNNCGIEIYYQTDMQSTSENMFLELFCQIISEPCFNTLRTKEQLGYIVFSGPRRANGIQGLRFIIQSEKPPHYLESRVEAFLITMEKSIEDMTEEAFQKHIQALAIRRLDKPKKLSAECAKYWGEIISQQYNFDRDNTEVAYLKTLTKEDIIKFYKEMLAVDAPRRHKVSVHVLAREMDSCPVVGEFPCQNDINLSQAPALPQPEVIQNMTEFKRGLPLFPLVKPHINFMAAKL
PfM18AAP inh: blocks P. falciparum M18 aspartyl aminopeptidase; recombinant PfM18AAP, H-Glu-NHMec fluorogenic cleavage; inhibition, % at 7.35 µM; 1.2% of 290,000 active; AID 1822;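 active = inhibition above the campaign mean inhibition over all tested compounds plus 3 SD, cut at about 28% in these data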;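 also: 0% = plate median of test compound wells and 100% = 2 mM ZnCl2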
IDE cell activ: activators of human insulin-degrading enzyme in cells | HEK cells, FAbeta-B cleavage, fluorescence polarization; 0% vehicle, 100% cell-free pure enzyme wells | activation, % at 5.96 µM | 0.073% of 340,000 active;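 active = activation above the mean of all tested compounds plus 3 SD, set per screening campaign, cut at about 17% in these data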
Active calls of the source: *; . = not tested or not shown.

Structure | IDE inh | PfM18AAP inh | IDE cell activ
Cc1c(/C=C2/CC3C4CC=C5CC(O)CCC5(C)C4CCC3(C)C2=O)cnn1C (stereo unspecified) | . | -3 | .
CCn1ncc(/C=C2/CC3C4CC=C5CC(O)CCC5(C)C4CCC3(C)C2=O)c1C (stereo unspecified) | . | 0 | .
COc1ccc(C(O)C(C)NC(C)C(O)c2ccc(OC)cc2)cc1 (stereo unspecified) | 1 | . | .
C[C@]12CCC(=O)C[C@H]1CC[C@@H]1[C@@H]2CC[C@]2(C)[C@@H](O)CC[C@@H]12 | 1 | . | .
CC1(C(=O)O)CCCC2(C)c3cc(O)ccc3CCC12 (stereo unspecified) | 2 | . | .
CSc1ccc(CN2CCN(C(=O)Cc3ccccc3)CC2)cc1 | 6 | . | .
COC1=CC(=O)[C@]2(C=C1OC)OC[C@@H]1Oc3c(ccc4c3C=CC(C)(C)O4)C(=O)[C@@H]12 | -1 | . | .
C[C@]12CCC3C(CC[C@H]4C[C@@H](O)CC[C@]34C)C1C[C@@H](Br)[C@@H]2O (stereo partly specified) | 0 | . | .
Clc1ccccc1C1=NCc2nncn2-c2sc(Br)cc21 | -5 | . | .
CC1CC2(C)C(CCC3C2CCC2(C)C(OP(=O)(N4CC4)N4CC4)CCC32)CC1=O (stereo unspecified) | . | . | 4
COc1ccc2c(c1)NP(=S)(c1ccccc1)N2 (stereo unspecified) | . | . | -8
CC1CN1P1(=O)OCC(C)([N+](=O)[O-])CO1 (stereo unspecified) | . | . | 7
O=C1NCCCCC1(Cl)Cl | . | . | 1
COP(=O)(NC(C)=O)SC (stereo unspecified) | . | . | 6
O=C(NN=Cc1ccc(N(CCCl)CCCl)cc1)c1cccnc1 | . | . | 4
COC(=O)C12CCc3c(ccc4cc(OC)ccc34)C1=CC(=O)C2 (stereo unspecified) | . | . | 5
O=C(Cc1c[nH]c2ccccc12)NNCc1ccc(N(CCCl)CCCl)cc1 | . | . | -3
O=C(NN=Cc1ccc(N(CCCl)CCCl)cc1)C(=O)c1c[nH]c2ccccc12 | . | . | 6
C#CC1(O)CCC2C3CCC4=CC(=O)CCC4=C3C=CC21C (stereo unspecified) | . | . | 3
O=C1NC(=O)C2(CCCc3ccc(N(CCCl)CCCl)cc32)N1 (stereo unspecified) | . | . | 0
CN(C)Cc1c[nH]c2ccc([N+](=O)[O-])cc12 | . | . | 7
CC1c2ccccc2-n2nncc2CN1CC1CCCCC1 (stereo unspecified) | . | . | 1
N#Cc1c(Br)n(C2OC(CO)C(O)C2O)c2ncnc(N)c12 (stereo unspecified) | . | . | -3
C=CCN(CC=C)C(=O)CCN1CC1C (stereo unspecified) | . | . | -1
COc1ccc(C2=CC(c3ccc4c(c3)OCO4)c3c(c4ccccc4oc3=O)O2)cc1OC (stereo unspecified) | . | . | 3

Next part; the last 2 above are carried over.
Structure | IDE inh | PfM18AAP inh | IDE cell activ
C=CCN(CC=C)C(=O)CCN1CC1C (stereo unspecified) | . | . | -1
COc1ccc(C2=CC(c3ccc4c(c3)OCO4)c3c(c4ccccc4oc3=O)O2)cc1OC (stereo unspecified) | . | . | 3
CN1CCC(c2c[nH]c3ccc(O)cc23)CC1 | . | . | 6
COc1ccc2c(c1)NP(=S)(c1ccccc1)N2C (stereo unspecified) | . | . | 0
NCC(=O)c1ccccc1 | . | . | -5
CC(=O)OC1CCC2(C)C(CCC3C4CC(N5CC5)C(C(C)=O)C4(C)CC(=O)C32)C1 (stereo unspecified) | . | . | 2
Nc1ccc(-c2ccccc2)cc1 | . | . | -2
CCOc1ccc(N)cc1 | . | . | 2
CC1([N+](=O)[O-])COP(=O)(NC2CC2)OC1 (stereo unspecified) | . | . | 4
CSc1ccccc1NP1(=O)OCC(C)([N+](=O)[O-])CO1 (stereo unspecified) | . | . | 1
CCOP(=S)(OCC)N1CC1 | . | . | 5
CSc1ncc(Br)c(N2CC2)n1 | . | . | 7
O=P(Oc1ccc(-c2ccccc2)cc1)(N1CC1)N1CC1 | . | . | 2
CC1C(c2ccccc2)OC(=O)N1C (stereo unspecified) | . | . | 6
CN1C(=O)C(C)(C2=CCCCC2)C(=O)NC1=S (stereo unspecified) | . | . | 4
CCC1(CC)COP(=O)(OCC(Cl)CCl)OC1 (stereo unspecified) | . | . | 2
CC1=C(C)CC2(C(=O)NC(=S)NC2=O)C(C)C1 (stereo unspecified) | . | . | 6
C(=NN1CCCCCC1)c1c[nH]c2ccccc12 | . | . | 4
Cc1nc(C)c(C(=O)NN=Cc2ccc(N(CCCl)CCCl)cc2)s1 | . | . | 3
CC1c2ccccc2-n2nncc2CN1C (stereo unspecified) | . | . | 4
N#Cc1ccc(NC(=O)CN2CCN(C(=O)c3cccs3)CC2)cc1Cl | . | . | -5
CC1(C)CC2CCC(O)C2C(CCO)N1 (stereo unspecified) | . | . | 2
CC1(C(=O)O)CC12c1ccccc1-c1ccccc12 (stereo unspecified) | . | . | 0
Oc1c(Cl)cccc1Cc1cc(Cl)cc(Cl)c1O | . | . | 5
COC(/C(C)=C/C=C/C(C)=C/c1coc(C)n1)C(C)C1CC(O)C2(C)OC2C=CC(C)C2CC(CC(=O)O2)CC2OC2C(=O)O1 (stereo unspecified) | . | . | 4
CCOC(=O)c1cc2c(cn1)[C@@H](CCO)NC2 | . | . | 1
CC1=CC2OC3CC4OC(=O)C=CC=CC(C(C)O)OCC(O)C(C)CC(=O)OCC2(CC1O)C4(C)C31CO1 (stereo unspecified) | . | . | -4
N#CC1c2ccccc2-n2nncc2CN1C(=O)CCc1ccccc1 (stereo unspecified) | . | . | -4
O=C(NC1CC1)c1cn(Cc2ccccc2)nc1-c1ccccc1 | . | . | 0
COc1cc2cc(C(=O)N3CC(COS(C)(=O)=O)c4ccc(O)cc43)[nH]c2c(OC)c1OC (stereo unspecified) | . | . | -2
COc1ccc(S(=O)(=O)N2Cc3cnnn3-c3ccccc3C2C#N)cc1 (stereo unspecified) | . | . | -11
COc1cccc2c1N=C1CCCC3CN(C(C)=O)CCC123 (stereo unspecified) | . | . | 4
O=C1NC(=O)C2(CCN(S(=O)(=O)c3ccccc3)CC2)C(=O)N1 | . | . | 2
CC1([N+](=O)[O-])COP(=O)(Nc2cccc(F)c2)OC1 (stereo unspecified) | . | . | 2
O=[N+]([O-])c1ccc(N2CC2)c([N+](=O)[O-])c1 | . | . | -3
CN1C(=O)C[N+]([O-])=C(c2ccccc2)c2cc(Cl)ccc21 | . | . | 5
CN(C)c1ccc(C=C2C(=O)NC(=O)NC2=O)cc1 | . | . | 0
O=C(NN=Cc1ccc(N(CCCl)CCCl)cc1)c1cccc([N+](=O)[O-])c1 | . | . | -1
CC1(O)CCC2C3CCC4=CC(=O)CCC4(C)C34OC4CC21C (stereo unspecified) | . | . | -2
COc1cc2c(cc1OC)C13CCN4CC5=CCOC(CC(=O)O)C(C5CC41)C3N2 (stereo unspecified) | . | . | 3
COc1cc([N+](=O)[O-])c2nc(C)ccc2c1[N+](=O)[O-] | . | . | -1
Cc1cccc(N2CCC3(CC2)C(=O)NC(=O)NC3=O)c1 | . | . | 2
C[C@]12C=CC(=O)C=C1CC[C@@H]1[C@@H]2CC[C@]2(C)C(=O)CC[C@@H]12 | . | . | 1
CCOC(=O)C1(c2ccccc2)CCN(CC(=O)c2ccc(NC(C)=O)cc2)CC1 | . | . | 2
CC(CC(C)(C)N1CC1)=NO | . | . | 0
O=C(Cc1ccccc1)N1CCN(Cc2ccc(Cl)cc2)CC1 | . | . | 0
CC1=CC2OC3CC4OC(=O)C=CC=CC(C(C)O)OCC(O)C5(C)OC5C(=O)OCC2(CC1O)C4(C)C31CO1 (stereo unspecified) | . | . | 4
CC(=O)OC1C2(CC3N4C(=O)C5(CO)SSC4(CC31O)C(=O)N5C)OC(C)C(C)(C)C2=O (stereo unspecified) | . | . | -3
ClCCN(CCCl)c1ccc(C2=NCCc3ccccc32)cc1 | . | . | 3
Cc1ccccc1-c1ccc2n1Cc1cnnn1-c1ccccc1-2 | . | . | 2
C=C1C(C)C2C(Cc3ccccc3)NC(=O)C23OC(=O)/C=C/C(O)CCCC(C)C/C=C/C3C1O (stereo unspecified) | . | . | 5
CC[C@H]1OC(=O)C[C@@H](O)[C@H](C)[C@@H](O[C@@H]2O[C@H](C)[C@@H](O[C@H]3C[C@@](C)(O)[C@@H](O)[C@H](C)O3)[C@H](N(C)C)[C@H]2O)[C@@H](CC=O)C[C@@H](C)C(=O)/C=C/C(C)=C/[C@@H]1CO[C@@H]1O[C@H](C)[C@@H](O)[C@@H](OC)[C@H]1OC | . | . | 4

Further structures follow:
Structure | IDE inh | PfM18AAP inh | IDE cell activ
O=C1NC2C(=CC(O)C(O)C2O)c2cc3c(c(O)c21)OCO3 (stereo unspecified) | . | . | -1
CCOP(=S)(OCC)Oc1cc(C)nc(C(C)C)n1 | . | . | 0
Cc1ccccc1NC(=NCCCN1CC1)Nc1ccccc1C | . | . | 5
C=C1C(=O)OC2CC3(C)OC3CCC(C)=CC(OC(C)=O)C12 (stereo unspecified) | . | . | 1
CCC1(CC(C)c2ccccc2)C(=O)NC(=O)NC1=O (stereo unspecified) | . | . | 3
Cc1ccccc1CN1Cc2cnnn2-c2ccccc2C1C#N (stereo unspecified) | . | . | -13
CN1Cc2cnnn2-c2ccccc2C1C#N (stereo unspecified) | . | . | 1
COc1ccc(C=C2C(=O)NC(=S)NC2=O)cc1OC | . | . | 0
COC1CCC(OC2CC(C3(C)CCC4(CC(O)C(C)C(C(C)/C=C(\C)C(=O)C(C)CC(C)C(=O)O)O4)O3)OC3(OC(C4OC(O)(CO)C(C)CC4C)CC3C)C2C)OC1C (stereo unspecified) | . | . | 2
CC(N)C(=O)NC1C2C(=C(O)CC(O)C2O)C(=O)OC1(C)C(Cl)Cl (stereo unspecified) | . | . | 6
O=C1c2ccccc2-c2cccc3cccc1c23 | . | . | 1
O=P(N1CCCCCC1)(N1CCCCCC1)N1CC1 | . | . | 4
CC(=O)OC1CCC2(C)C(=CC(=O)C3C2CCC2(C)C(OC(C)=O)CCC32)C1 (stereo unspecified) | . | . | 2
CC=C(CC)C1(CC)C(=O)NC(=S)NC1=O | . | . | 0
CCC1(c2ccccc2)C(=O)NC(=S)NC1=O | . | . | 3
CCN(CC(=O)Nc1ccc(C#N)c(Cl)c1)CC(=O)NC1CCS(=O)(=O)C1 (stereo unspecified) | . | . | 3
C=CC(=O)OCCO | . | . | -1
Nc1ccc(Cc2ccc(N)c(Cl)c2)cc1Cl | . | . | 1
O=c1c([N+](=O)[O-])cn(O)cc1[N+](=O)[O-] | . | . | 3
COc1cc2c(c(OC)c1OC)-c1ccc(O)cc1C(NC(C)=O)CC2 (stereo unspecified) | . | . | -1
Cc1[nH]c2ccccc2c1CN1CCCCC1 | . | . | 3
CC(C)Oc1cccnc1N(C)C1CCN(Cc2ccccc2)CC1 | . | . | 1
CC(C)(O)C1C2OC(=O)C1C1(O)CC3OC34C(=O)OC2C14C (stereo unspecified) | . | . | -1
O=[N+]([O-])c1ccc(C(=Nc2ccccc2)N2CC2)cc1 | . | . | 1
O=C1NC(=O)C(=Cc2c(Cl)cccc2Cl)C(=O)N1 | . | . | 0

For convenience, 2 of the compounds above.
Structure | IDE inh | PfM18AAP inh | IDE cell activ
O=C1NC2C(=CC(O)C(O)C2O)c2cc3c(c(O)c21)OCO3 (stereo unspecified) | . | . | -1
CCOP(=S)(OCC)Oc1cc(C)nc(C(C)C)n1 | . | . | 0

New compounds follow:
Structure | IDE inh | PfM18AAP inh | IDE cell activ
O=C1NC2C(=CC(O)C(O)C2O)c2cc3c(cc21)OCO3 (stereo unspecified) | . | . | 8
COC(=O)C1=C(c2c(C)noc2C)C[C@@H]2CC[C@H]1N2C(=O)NCCCOC(C)C | 0 | . | 5
CC1=CC(=O)OC2CC3OC4C[C@@H](C)C5OC6CC7O[C@]8(C)C/C=C\C9OC%10CC%11OC(CC(C)C%12OCCO%12)CC(O)[C@]%11(C)OC%10CC9OC8C[C@]7(C)O[C@]6(C)CCC5OC4C[C@]3(C)OC12 (stereo partly specified) | 2 | . | 0
COC(=O)C1=C(c2ccc(OCc3ccccc3)cc2)C[C@@H]2CC[C@H]1N2C(=O)NCc1cccc(OC)c1 | 3 | . | -1
COc1ccc2c3c1OC1[C@H](O)CCC4[C@@H](C2)N(C)CC[C@]314 (stereo partly specified) | -1 | . | 4
COC(=O)C1=C(c2cccc(OCc3ccccc3)c2)C[C@@H]2CC[C@H]1N2C(=O)NCc1cccc(OC)c1 | 3 | . | -2
Cc1ccc(S(=O)(=O)N2CCN(C(=O)COC(=O)Cc3ccccc3)CC2)c(C)c1 | -4 | . | 2
COC(=O)C1=C(c2ccc(F)cc2F)C[C@@H]2CC[C@H]1N2C(=O)NC1CC1 | 3 | . | 4
CC(=O)O[C@H]1C[C@@H]2CC[C@@H]3[C@H](CC[C@]4(C)C(=O)CC[C@@H]34)[C@@]2(C)C[C@@H]1OC(C)=O | -4 | . | -3
COc1ccccc1N1CCN(Cc2ccc3c(c2)OCO3)CC1 | 12 | . | 9
N=C1c2ccccc2CN1NC(=O)c1ccco1 | 0 | . | 7
COC(=O)C1=C(c2ccc(OC)c(OC)c2)C[C@@H]2CC[C@H]1N2C(=O)N1CCCCC1 | 1 | . | 1
C=C(C)[C@@H]1C2C(=O)O[C@H]1[C@H]1OC(=O)[C@@]34OC3C[C@]2(O)[C@@]14C (stereo partly specified) | -2 | . | 6

Screens (PubChem BioAssay)

Not all compounds are listed; rates above refer to the full screens.
